# Bioassay records: PubChem, several laboratories
# HTR5A ag: HTR5A agonists in luminescence cell assay, primary screen, counter-screen for OPRM1-OPRD1 heterodimer agonist project, full-deck HTS. 340,000 tested, 0.61% active. activation, % at 9.3 µM. 5-hydroxytryptamine receptor 5A (Homo sapiens), P47898. AID 504692, 2011. cell-based; in the data active = activation mostly above about 9.5%, no sharp cut-off; inactive = mostly below about 7.6%;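 also: 0% = cells with vehicle only and 100% = reference agonist; strong numbers were not always called active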
# CDK5 inh: inhibitors of human CDK5/p35 kinase, primary screen, biochemical, single concentration | Recombinant CDK5/p35, ADP-Glo luminescence, 60 min | 330,000 tested, 0.01% active | inhibition, % at 10 µM;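 active = highest replicate inhibition of at least 50% and at least 75% of replicates reaching 50%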;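 also: plate controls were DMSO neutral control for no effect and GW8510 at 10 µM for full effect; many of its hits are not listed in these tables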
# PKA-R2B act: activators of PKA-R2B holoenzyme, primary screen, biochemical, fluorescence polarization, Cy5-IP20, human | PKA-R2B holoenzyme dissociation; R2B truncated from residue 108, S112A mutant; 0% DMSO only, 100% 113 µM cGMP | cAMP-dependent protein kinase catalytic subunit beta (Homo sapiens) + cAMP-dependent … | 340,000 tested, 0.079% active | activation, % at 11.4 µM | AID 504700, 2011;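 active = activation above a cutoff set at the mean over all compounds plus 3 SD, cut at about 18% in these data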;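 also: higher means more holoenzyme dissociation and a rise in polarization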
# Target sequence (P31323 whole entry, looked up, other chains not shown, the tested form may be a part): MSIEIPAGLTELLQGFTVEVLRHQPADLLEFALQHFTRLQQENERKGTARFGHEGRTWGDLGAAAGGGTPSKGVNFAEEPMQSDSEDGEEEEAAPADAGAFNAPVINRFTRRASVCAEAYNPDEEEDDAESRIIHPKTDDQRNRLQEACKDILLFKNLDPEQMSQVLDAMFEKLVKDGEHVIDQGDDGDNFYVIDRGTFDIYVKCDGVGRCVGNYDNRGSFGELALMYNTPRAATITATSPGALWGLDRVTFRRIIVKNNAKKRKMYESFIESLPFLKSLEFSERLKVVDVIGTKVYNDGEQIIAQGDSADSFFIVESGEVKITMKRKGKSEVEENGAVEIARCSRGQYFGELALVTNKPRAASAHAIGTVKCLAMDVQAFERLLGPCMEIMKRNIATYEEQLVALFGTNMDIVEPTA
# phage Ecoli inh: growth loss of phage-infected E. coli, primary screen, RecBCD inhibitor project, absorbance, with phage, HTS; AID 651602, 2012; 360,000 tested, 0.26% active; inhibition, % at 11.9 µM; in the data active = inhibition above about 11%
# Ecoli viability: E. coli V3065 growth inhibition, primary screen, counter-screen for AddAB inhibitor project, absorbance, OD600; 330,000 tested, 0.27% active; 18 h; inhibition, % at 11.9 µM;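 active = inhibition above the campaign's mean inhibition across all tested compounds plus 3 SD, cut at about 9.9% in these data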;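 also: uninfected addAB+ strain grown without phage in ampicillin broth; 0% = DMSO wells and 100% = ciprofloxacin 0.95 µg/ml wells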
# AddAB inh: growth inhibition of E. coli expressing H. pylori AddAB, primary screen, AddAB inhibitor project, absorbance; AID 435030, 2010; inhibition, % at 11.9 µM; 330,000 tested, 0.29% active; in the data active = inhibition above about 12%;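 also: 0% = vehicle wells of infected cells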
# PKA-R1A act: activators of PKA-R1A holoenzyme, primary screen, biochemical, fluorescence polarization, Cy5-IP20, bovine R1A, mouse PKAc | cAMP-dependent protein kinase type I-alpha regulatory subunit (Bos taurus) + … | 340,000 tested, 0.083% active | PKA-R1A dissociation; scaled: DMSO 0%, 113 µM cGMP 100% | activation, % at 11.4 µM;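 active = percent activation above the mean of all tested compounds plus 3 SD, cut at about 19% in these data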;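 also: higher means more PKAc released from R1A so a rise in polarization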
# HTR5A inv ag: HTR5A inverse agonists in luminescence cell assay, primary screen, counter-screen for OPRM1-OPRD1 heterodimer inverse agonist project, full-deck HTS | 5-hydroxytryptamine receptor 5A (Homo sapiens), P47898 | HTR5A cell line, inverse agonism | inhibition, % at 9.3 µM | 340,000 tested, 0.083% active | AID 504634, 2011; in the data active = inhibition mostly above about 23%, no sharp cut-off; inactive = mostly below about 18%;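 also: 0% = cells with DMSO and 100% = no-cell wells with DMSO; some compounds called inactive have numbers as strong as hits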
# DAGLB inh: DAGLB lipase inhibitors, primary screen, biochemical, fluorescence, HTS. HEK293T DAGLB membrane lysate, EnzChek fluorogenic substrate. inhibition, % at 5.17 µM. 340,000 tested, 0.059% active. AID 504411, 2011; in the data active = inhibition above about 34%;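 also: 0% = enzyme with vehicle and 100% = wells lacking enzyme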
# Target sequence (Q8NCG7 whole entry, looked up): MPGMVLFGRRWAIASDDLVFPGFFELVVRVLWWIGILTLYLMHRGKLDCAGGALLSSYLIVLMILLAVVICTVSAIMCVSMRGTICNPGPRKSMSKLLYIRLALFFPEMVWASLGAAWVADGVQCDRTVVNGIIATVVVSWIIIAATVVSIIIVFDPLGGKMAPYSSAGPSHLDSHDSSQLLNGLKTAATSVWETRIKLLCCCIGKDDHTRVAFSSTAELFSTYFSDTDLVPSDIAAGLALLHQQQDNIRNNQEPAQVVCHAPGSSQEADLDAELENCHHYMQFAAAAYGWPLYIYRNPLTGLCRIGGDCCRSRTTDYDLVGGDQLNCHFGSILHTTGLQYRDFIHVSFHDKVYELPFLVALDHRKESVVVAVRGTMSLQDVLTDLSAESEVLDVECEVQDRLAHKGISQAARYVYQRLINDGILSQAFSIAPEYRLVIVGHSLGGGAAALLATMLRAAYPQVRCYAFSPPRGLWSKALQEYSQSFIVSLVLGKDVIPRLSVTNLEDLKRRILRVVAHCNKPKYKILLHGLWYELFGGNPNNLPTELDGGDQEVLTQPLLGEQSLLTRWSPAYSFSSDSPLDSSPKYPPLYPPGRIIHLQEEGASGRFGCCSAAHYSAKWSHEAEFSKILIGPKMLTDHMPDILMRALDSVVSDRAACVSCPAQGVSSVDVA
# Tat transport: E. coli Tat export inhibitors, primary screen, MC4100, TorA-mCherry reporter, fluorescence, single point | inhibition, % at 10 µM | 340,000 tested, 0.036% active;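 active = mean replicate inhibition at least 50% and at least half of replicates individually reaching 50%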;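 also: exported cargo escapes ClpAP degradation while cytoplasmic cargo is degraded and loses fluorescence; 0% = median of neutral control wells and 100% = median of NaSCN control wells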
# SUMO Mot1 rescue: yeast Mot1-301 growth rescue at high temperature, primary screen, SUMOylation pathway inhibitor project, S. cerevisiae, ATP luminescence, 38.5C. S. cerevisiae Mot1-301 growth rescue; percent above DMSO median, 100 means doubled. growth rescue, % at 18.8 µM. 320,000 tested, 1% active. AID 2716, 2010;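 active = every valid replicate shows activation above 250% relative to neutral control wells; inactive = the rest, any valid replicate at or below 250%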;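 also: OY570 slx delta 5 strain wells were the positive control but not used for scaling; some compounds called inactive have numbers as strong as hits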
# Starred values were filed as active, the others as inactive; i = inactive; x = no result given; & = joins results of further samples.
SMILES,HTR5A ag,CDK5 inh,PKA-R2B act,phage Ecoli inh,Ecoli viability,AddAB inh,PKA-R1A act,HTR5A inv ag,DAGLB inh,Tat transport,SUMO Mot1 rescue
COc1ccccc1N1CCN(C(=O)Nc2ccc(F)c(Cl)c2)CC1,2,0.1,5,6.5,1.7,0.8,-5,-8,0,7,15
Cn1cc(CCC(=O)NCCCc2ccccc2)c2ccccc21,1,0.9,4,0.7,-1.7,0.7,15,-2,-1,-10,-20
O=C(CCC(=O)N/N=C/c1ccc(Br)o1)N/N=C/c1ccc(Br)o1,0,0.3,15,1.8,-1.4,-2.4,5,-1,4,-7,-25
Cc1cnc(C(=O)OC(C(=O)c2c[nH]c3ccccc23)c2ccccc2)cn1 (stereo not drawn),0,-0.2,-5,5.7,1.7,1.9,-7,-1,2,1,533*
CCOC(=O)c1ccc(NC=C2C(=O)OC3(CCCCC3)OC2=O)cc1,12,-1.1,1,1.6,-0.7,1.7,-2,-26,0,-6,-6
CCOc1ccccc1/C=N/NC(=O)CNC(=O)c1ccc(S(=O)(=O)N2CCOCC2)cc1,-2,-0.2,-10,3.1,-0.9,-1.7,1,4,-2,6,8
C/C=C/C=C/C(=O)O,-1,0.7,i,i,0.9,i,i,6,-6,-7,-12
CCCOc1ccc(OCCOCCN2CCc3ccccc3C2)cc1,0,-0.5,-8,2.4,0.8,-0.5,7,-23,-2,3,-30
C=CCNc1nc(N)c([N+](=O)[O-])c(NCc2ccccc2)n1,2,1.8,-5,x,-0.7,-1.4,0,-6,1,3,-6
COc1cc(/C=C2\SC(=N)N(c3ccc(F)cc3)C2=O)ccc1O,2,-0.2,3,2.0,-2.8,-1.2,-7,2,3,-5,5
CCCCOCCCNC(=O)C1CCCCC1,-3,0.5,-17,2.0,-1.9,1.6,-16,-13,1,-5,-29
Cc1nc2scc(C)n2c(=O)c1S(=O)(=O)NC(C)c1ccccc1 (stereo not drawn),7,-0.5,-4,0.6,-1.3,-0.9,-5,-19,0,-5,-10
O=C(N/N=C/c1cc2c(cc1Cl)OCO2)c1cccc(Br)c1,-11,0.2,7,1.5,0.8,1.1,-1,27,-4,-4,30
COc1cc(/C=N/NC(=O)c2cccnc2)ccc1OC(=O)c1ccc([N+](=O)[O-])cc1,1,0.9,3,2.3,0.3,0.4,2,-17,-1,-1,69
Cc1cc(OCC(=O)NC2CCN(Cc3ccccc3)CC2)c2c(C)cc(=O)oc2c1,2,0.9,-5,1.4,-2.5,0.6,-14,14,2,-2,-2
NC(=O)c1ccc(NC(=O)CN2CCOCC2)cc1,-9,1.1,0,2.2,-0.3,0.4,-5,34*,-2,15,-11
O=C(Nc1ccc(F)cc1)N(Cc1cccs1)Cc1cc2cc3c(cc2[nH]c1=O)OCO3,0,0.0,9,1.5,2.9,3.1,-11,0,6,6,11
CCOC(=O)c1ccc(-n2c(=O)[nH]c3ccccc3c2=O)cc1,4,-0.1,-3,-0.1,-1.7,-1.9,4,-6,3,1,-7
Cc1cc(C)c(C#N)c(Oc2ccc(F)cc2)n1,0,-1.7,-9,1.8,1.9,-1.4,-2,1,-3,1,-2
CC(=O)Oc1ccc(NC(=O)C2CCCCC2)c(C(=O)O)c1,2,-2.1,-5,2.2,-0.4,3.9,-4,15,-1,9,-7
Cc1ccc(NC(=S)c2ccncc2)c(C)c1,1,3.1,-4,0.9,-0.2,1.0,3,8,4,-3,22
Cc1ccc(-n2nc(-c3ccccc3)cc2Nc2ccccc2N)cc1,1,0.0,-6,3.4,-0.8,0.7,-5,-19,-2,3,-5
CC1=NN(c2cccc(Cl)c2)C(=O)C1,3,-0.1,-6,0.4,1.8,-1.4,-10,-2,9,-7,257
CCCOC(c1ccccc1)(c1ccccc1)C(Oc1nc(C)cc(C)n1)C(=O)O (stereo not drawn),1,-1.7,4,-0.5,-1.9,1.1,3,-4,2,-1,0
C[c-]1[c-](C)[c-](C)[c-](C)[c-]1C.[Fe].c1cc2nccc(N3CCCC3)[c-]2c1 (stereo not drawn),-4&-3,1.1&-2.5,-2&-7,-11&-7.4,-1.4&-0.9,1.1&-0.6,-5&-12,11&6,2&-1,2&1,285&6
COC(C(=O)N/N=C(\C)c1ccc(O)cc1)c1ccccc1 (stereo not drawn),1,0.0,-7,2.1,-0.1,2.2,-4,-6,0,-3,15
COc1ccccc1CNC(=O)C1CCN(S(=O)(=O)c2ccc3c(c2)C(C)(C)C(=O)N3C)CC1,-1,-0.6,-4,3.0,-1.3,-1.8,-7,3,-4,-8,-15
Cc1cc2c([nH]c3ccccc32)c2c1OC(C)(C)C=C2,10,-0.4,-9,2.2,3.9,3.9,-3,-21,-4,14,290
COc1cc(OC)cc(C(=O)NC2CCN(CCCOc3ccccc3)CC2)c1,2,1.5,0,3.2,-0.7,3.4,14,-8,-1,5,-1
Cc1ccc(-c2cc(-c3ccccc3)no2)c(O)c1,0,-0.1,-7,2.2,-0.3,4.5,12,1,-7,9,-14

# 8 entries already listed, arranged by molecular weight, high to low.
SMILES,HTR5A ag,CDK5 inh,PKA-R2B act,phage Ecoli inh,Ecoli viability,AddAB inh,PKA-R1A act,HTR5A inv ag,DAGLB inh,Tat transport,SUMO Mot1 rescue
COc1ccccc1CNC(=O)C1CCN(S(=O)(=O)c2ccc3c(c2)C(C)(C)C(=O)N3C)CC1,-1,-0.6,-4,3.0,-1.3,-1.8,-7,3,-4,-8,-15
CCCOC(c1ccccc1)(c1ccccc1)C(Oc1nc(C)cc(C)n1)C(=O)O (stereo not drawn),1,-1.7,4,-0.5,-1.9,1.1,3,-4,2,-1,0
COc1cc(OC)cc(C(=O)NC2CCN(CCCOc3ccccc3)CC2)c1,2,1.5,0,3.2,-0.7,3.4,14,-8,-1,5,-1
C[c-]1[c-](C)[c-](C)[c-](C)[c-]1C.[Fe].c1cc2nccc(N3CCCC3)[c-]2c1 (stereo not drawn),-4&-3,1.1&-2.5,-2&-7,-11&-7.4,-1.4&-0.9,1.1&-0.6,-5&-12,11&6,2&-1,2&1,285&6
Cc1ccc(-n2nc(-c3ccccc3)cc2Nc2ccccc2N)cc1,1,0.0,-6,3.4,-0.8,0.7,-5,-19,-2,3,-5
CC(=O)Oc1ccc(NC(=O)C2CCCCC2)c(C(=O)O)c1,2,-2.1,-5,2.2,-0.4,3.9,-4,15,-1,9,-7
Cc1cc2c([nH]c3ccccc32)c2c1OC(C)(C)C=C2,10,-0.4,-9,2.2,3.9,3.9,-3,-21,-4,14,290
CC1=NN(c2cccc(Cl)c2)C(=O)C1,3,-0.1,-6,0.4,1.8,-1.4,-10,-2,9,-7,257

# Following part.
SMILES,HTR5A ag,CDK5 inh,PKA-R2B act,phage Ecoli inh,Ecoli viability,AddAB inh,PKA-R1A act,HTR5A inv ag,DAGLB inh,Tat transport,SUMO Mot1 rescue
CCOc1ccc2cc(C(=O)NCc3ccccc3)c(=N)oc2c1,-4,-0.9,-9,2.1,-0.3,2.1,11,15,-3,3,-19
Cc1cc(F)ccc1S(=O)(=O)N1CCCOC1CNC(=O)C(=O)NCCN1CCOCC1 (stereo not drawn),5,0.5,5,2.6,0.9,-1.5,0,-33,1,-9,27
COC(=O)C1=C(N)OC2=C(C(=O)CC(C)(C)C2)C1c1cc2c(cc1Cl)OCO2 (stereo not drawn),5,-0.8,3,4.4,0.1,1.0,-7,9,-1,4,-3
Nc1ccc(Cl)c(S(=O)(=O)Nc2cccc(Cl)c2)c1,4,-1.9,-2,2.3,0.9,4.1,-2,-9,0,6,0
CCOC(=O)c1ccc(CC2SC(N)=NC2=O)cc1 (stereo not drawn),2,-0.2,-7,1.1,2.1,1.0,-1,-6,1,-13,-9
COc1ccccc1C(=O)N/C(=C\c1cn(S(=O)(=O)N(C)C)c2ccccc12)C(=O)N1CCOCC1,1,0.5,-4,1.7,2.4,1.2,8,1,2,-5,4
CN(c1ccccc1)S(=O)(=O)c1ccc(NC(=O)C2CC2)cc1,-1,-1.1,-11,2.0,0.0,2.7,-6,-31,1,2,-2
O=C(O)c1ccccc1NS(=O)(=O)c1cccc(-n2sc3ccccc3c2=O)c1,12,0.6,-7,1.7,2.1,1.3,-3,-33,7,-1,-35
CCOc1cccc2sc(N(CCCN(C)C)C(=O)Cc3ccccc3)nc12,0,1.1,10,1.9,0.1,-0.5,-8,-37,-1,2,-34
CCOc1ccc(C(CC(=O)O)NC(=O)C23CC4CC(CC(C4)C2)C3)cc1 (stereo not drawn),3,0.3,0,2.4,-2.1,-0.9,10,2,-1,0,-13
CC(=O)C[C@@H](O)CC(=O)[C@@H]1OC(=O)CCCCCCCCc2ccccc21,3,0.6,-12,-0.1,0.6,1.4,-8,20,0,1,27
CO/N=C(\Cn1ncc(N2CCOCC2)c(Br)c1=O)c1ccc(Cl)cc1,-5,0.6,2,3.4,-1.0,-1.1,0,13,-1,6,186
Cn1c2c(c(=O)n(C)c1=O)C(C(F)(F)F)(C(F)(F)F)N=C(c1ccc(Cl)cc1)N2,1,0.6,-3,x,0.9,3.2,-8,-3,6,-9,-6
CC(=O)/C=C\c1cn(-c2ncc(C(F)(F)F)cc2Cl)c2ccccc12,8,0.8,-7,1.4,4.5,3.6,-4,-17,0,5,378
Cc1cc2c(c(=O)n1CC1CCCO1)C(c1ccco1)C(C#N)=C(N)O2 (stereo not drawn),1,-0.4,-9,-1.7,-0.8,-1.1,1,-24,-1,-9,508
O=C(CSc1nnc(NC(=O)c2ccccc2F)s1)NCC1CCCO1 (stereo not drawn),-1,2.8,0,1.5,1.8,1.5,-12,2,-1,-2,-5
COc1ccc(CN2CCC(C(=O)Nc3ccc(Oc4cccnc4)cc3)CC2)cc1,7,1.1,-7,5.1,1.4,3.4,-6,-13,1,-4,3
O=C(CSC1=NC(=O)C(c2ccccc2)C(=O)N1)Nc1ccccc1[N+](=O)[O-] (stereo not drawn),-1,-1.4,2,2.7,-0.3,0.5,6,-5,-2,-9,2
Cc1ccc(S(=O)(=O)N2CCOCC2)cc1NC(=O)CNc1ccccc1N1CCCC1=O,0,-0.7,0,1.5,x,x,-1,-1,3,5,x
Clc1ccc2nc(CSCc3ccccc3)cn2c1,6,-0.1,0,4.1,-3.5,-3.1,4,-15,-2,8,-4
